T cell modulator – T cell immune modulation candidate; 2C CD8+ T cell-vesicle binding, flow cytometry; active compounds read low; calls only at 7 µM; 330,000 tested, 0.068% active; AID 2052;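 active = response, share of CD8 T cells binding vesicles, and their 90th percentile fluorescence all below set limits, cut at about 80% in these data, passing the limit was not always enough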
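Also added: QL9-peptide-loaded Drosophila micro-vesicles bearing Ld, ICAM-1 and B7-1; Test system: purified 2C TCR transgenic mouse naive CD8+ T cells; Measured by: cytometric PE anti-B7-1 and Alexa647 anti-CD8 signals after 1% paraformaldehyde fixation; Timing: binding step 1.5 h, 37 °C, antibody labelling 20 min, ice.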
West Nile virus CPE – West Nile virus antiviral activity, cell-based, CPE readout (AID 1621). West Nile virus-infected cells, CPE inhibition; higher % means a stronger effect. CPE inhibition, % at 10 µM, or IC50 in µM where a hit was titrated. 290,000 tested, 0.02% active; in the data active = a potency from the dose series; inconclusive = CPE inhibition mostly from about 3.7% at the one dose, without a potency; inactive = the rest, 99 in 100 with CPE inhibition below about 2.2%; also: strong numbers were not always called active
PhoP inhibition – inhibitors of PhoP regulon expression, primary screen, Salmonella Typhimurium, GFP reporter (AID 1863). S. Typhimurium PhoP-regulated promoter GFP reporter, 4 h; higher % means a stronger effect. inhibition, % at 50 µM, or IC50 in µM where a hit was titrated. 300,000 tested, 0.16% active;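 active = inhibition over 29.93%, a cutoff 3 SD above the screen mean, later confirmed by dose response; inconclusive = inhibition over 29.93% but no dose response follow-up; inactive = inhibition at most 29.93% or unconfirmed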;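 also: 0% = low Mg2+ inducing control and 100% = high Mg2+ repressing control; strong numbers were not always called active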
NTR1 ag – agonists of NTR1, primary screen, imaging, U2OS cells, beta-arrestin-GFP, high content (AID 493036); 330,000 tested, 0.17% active; activation, % at 20 µM; NTR1-U2OS beta-arrestin-GFP spot imaging, agonist mode;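 active = activation at or above 40% of the spot to cytoplasm intensity ratio, with at least 20 cells analyzed; inconclusive = wells under 20 cells, flagged as cytotoxic or low count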;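 also: 0% = DMSO without peptide and 100% = 100 nM NTR1 peptide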
Target sequence (P30989 whole entry, looked up): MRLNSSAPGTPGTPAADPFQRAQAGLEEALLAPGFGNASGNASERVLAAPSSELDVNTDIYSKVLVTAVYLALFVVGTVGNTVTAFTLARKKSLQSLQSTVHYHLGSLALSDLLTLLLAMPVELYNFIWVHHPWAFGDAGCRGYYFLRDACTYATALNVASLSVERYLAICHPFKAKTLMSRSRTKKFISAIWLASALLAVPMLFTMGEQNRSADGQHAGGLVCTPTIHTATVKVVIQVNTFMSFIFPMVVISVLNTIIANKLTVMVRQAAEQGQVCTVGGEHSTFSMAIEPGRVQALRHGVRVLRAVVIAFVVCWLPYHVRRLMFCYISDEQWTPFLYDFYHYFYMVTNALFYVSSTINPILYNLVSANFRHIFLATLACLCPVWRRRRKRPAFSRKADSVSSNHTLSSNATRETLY
Dengue-2 NS5 capping – Dengue-2 NS5 methyltransferase inhibitors, primary screen, biochemical, confirmation dose response (AID 588689); Dengue-2 NS5 methyltransferase capping enzyme assay, biochemical; higher % means a stronger effect; inhibition, % at 25 µM; hits with a dose series show IC50 in µM; 340,000 tested, 0.3% active; in the data active = a potency from the dose series; inconclusive = inhibition above about 29% without an active follow-up result
K1F lysis inhibition – protection from phage-mediated lysis, alamar blue read-out – E. coli UTI89, K1F phage, bacterial capsule biogenesis inhibitors (AID 488966) | E. coli UTI89 K1F phage lysis, alamar blue, 2 h; higher % means a stronger effect | one-dose inhibition, % at 100 µM; IC50 in µM for titrated hits | 340,000 tested, 0.02% active;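 active = phage lysis inhibition, versus mean bacterial control, above a set limit; inconclusive = no clear call, values can overlap the other calls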;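 also: capsule biogenesis inhibitors block K1F phage lysis so surviving cells raise fluorescence; higher fluorescence means more inhibition of phage lysis; actives were called in the ten point dose series up to 300 µM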
Large T inhibition – TAg ATPase/helicase activity blockers – biochemical (AID 1903). one-dose inhibition, % at 20 µM; IC50 in µM for titrated hits. 310,000 tested, 0.39% active. SV40 large T antigen ATPase/helicase inhibition assay; higher % means a stronger effect; in the data active = a potency from the dose series; inconclusive = inhibition mostly from about 32% at the one dose, without a potency; inactive = the rest, 99 in 100 with inhibition below about 32%; also: strong numbers were not always called active
RSV antiviral HEp-2 – inhibition of RSV-induced cytopathic effect – HEp-2 cells, primary 10 µM value included (AID 2391); HEp-2 cells, RSV-induced CPE inhibition; higher % means a stronger effect; CPE inhibition, % at 10 µM; hits with a dose series show IC50 in µM; 310,000 tested, 0.13% active; in the data active = a potency from the dose series; inconclusive = CPE inhibition mostly from about 23% at the one dose, without a potency; inactive = the rest, 99 in 100 with CPE inhibition below about 21%; also: strong numbers were not always called active
Rac1 GTP hydrolysis – MgcRacGAP GTPase-activating activity inhibitors, confirmation, biochemical, ADP Hunter fluorescence; MgcRacGAP-stimulated Rac1 GTP hydrolysis, ADP Hunter fluorescence; higher % means a stronger effect; GST-tagged Rac1 F28L mutant substrate; inhibition, % at 30 µM; hits with a dose series show IC50 in µM; 340,000 tested, 0.6% active; AID 624330;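 active = first-screen hits whose inhibition reached a set limit at any dose in the follow-up dose series; inconclusive = inhibition above the set first-screen limit but never retested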;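 also: fluorescence reports GDP produced by GAP-driven GTP hydrolysis; strong numbers were not always called active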
T cell modulator vesicle-bound % – further read-out of T cell modulator, marked with its call; double positive events, %; measured here: CD8+ vesicle-bound cell fraction;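 binding gate set so that unloaded-vesicle control wells show 10% double positive cells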
NTR1 ag cell count 20 µM – recorded beside NTR1 ag, whose call it bears; cell count; measured here: cell count, cytotoxicity flag
Dengue-2 NS5 capping pilot replicate – recorded beside Dengue-2 NS5 capping, whose call it bears; inhibition, %; measured here: pilot screen replicate inhibition
The depositor's hits bear a star; i = inactive; u = inconclusive; x = not tested or not shown; [ ] = another dose, or the depositor's remark.

SMILES	T cell modulator	T cell modulator vesicle-bound %	West Nile virus CPE	PhoP inhibition	NTR1 ag	NTR1 ag cell count 20 µM	Dengue-2 NS5 capping	K1F lysis inhibition	Large T inhibition	RSV antiviral HEp-2	Rac1 GTP hydrolysis	others
COc1ccc(F)cc1C(=O)COC(=O)c1n[nH]c(=O)c2ccccc12	i	44	x	x	2.4	54	2%	1.1%[50 µM]	x	1.6%	1%
COc1ccc(C(=O)Nc2cccc(/C=C(\CCC(=O)O)c3nc4ccccc4s3)c2)cc1	i	22	0.9%	-3%	5.0	59	5%	0.0%	18%	16%	8%
COc1ccc(C(C)(C)C)cc1NC(=O)c1cncc(Br)c1	i	9	-0.4%	14%	2.7	73	2%	-0.3%	0%	1.9%	5%
CCCCc1nc2cc(C(=O)NCCc3cnn(C)c3)ccc2o1	i	8	-0.1%	5%	1.3	61	-3%	-0.3%	14%	1.0%	3%
COc1ccc(C(C(=O)NC2CCCCC2)N(C(=O)CCl)c2ccc(OC)cc2)cc1 (stereo not given)	i	43	-1.1%	23%	23	68	0%	0.0%	3%	-2.1%	2%
COc1cc(NC(=S)N2CCN(Cc3ccccc3)CC2)cc(OC)c1	i	30	-0.9%	-3%	0.6	64	8%	0.8%	8%	4.9%	-11%
O=C(CN1CCN(c2ccc(F)cc2)CC1)Nc1nnc(-c2ccccc2)s1	i	30	-0.7%	-7%	-3.4	69	-6%	0.1%	10%	0.9%	7%
CCOCCCNC(=O)CN1C(=O)COc2ccc(S(=O)(=O)N3CCCC3)cc21	i	32	0.1%	-6%	-1.7	33	2%	0.1%	9%	0.3%	10%
Cc1cc(C)c(Cn2cnc3ccccc32)c(C)c1	i	30	-1.6%	3%	1.9	50	-3%	-0.6%	7%	2.6%	6%
COc1ccc(NC(=O)c2cccs2)cc1C(=O)N1CCN(c2ccccc2)CC1	i	67	-0.7%	-2%	-0.3	49	-10%	-0.3%	12%	4.2%	8%
CCCN1CNC(=S)N(c2ccccc2C)C1	i	23	0.7%	-2%	0.1	43	1%	0.1%	5%	2.4%	4%
O=C(CN1CCC(n2nnc3cc(F)ccc32)CC1)Nc1ccccc1N1CCOCC1	i	34	0.7%	-2%	4.4	47	-3%	3.5%	10%	2.3%	2%
Nc1ccn(CC(=O)NCc2ccc3[nH]ccc3c2)c(=O)n1	i	41	x	x	0.6	54	-4%	1.1%	x	0.3%	15%
S=C(c1ccc(-c2cc(Cl)ccc2Cl)o1)N1CCOCC1	i	10	-0.6%	-8%	6.9	84	-7%	0.5%	-3%	3.1%	8%
O=C(NNS(=O)(=O)c1cccc(Cl)c1)c1cc(-c2ccc(F)cc2)nc2ccccc12	i	19	1.0%	-1%	1.9	73	-6%	0.5%	8%	12%	0%
CC(=O)/C(N=Nc1ccc(C(=O)O)cc1[N+](=O)[O-])=C(\C)O	i	40	0.1%	-3%	1.4	64	-11%	0.1%	18%	1.0%	-3%
Cc1sc2nc(CSCC(=O)Nc3ccc(Cl)cc3F)[nH]c(=O)c2c1C	x	x	x	x	4.0	72	11%	0.9%[50 µM]	x	x	14%
CCCc1cc(=O)oc2cc(OCC(=O)NCCc3ccc(S(N)(=O)=O)cc3)ccc12	i	5	-0.4%	7%	-0.1	63	-9%	0.0%	6%	0.8%	6%
COc1cccc(C(C(=O)NC2CCCCC2)N(C(=O)Cc2cccs2)c2ccc(-n3cnnn3)c(OC)c2)c1 (stereo not given)	i	49	-0.6%	0%	1.7	77	4%	0.8%	7%	1.8%	2%	Dengue-2 NS5 capping pilot replicate=0.0
C=C(C)CSc1nnc([C@@H](NC(=O)OC(C)(C)C)C(C)CC)o1 (stereo not given in full)	i	44	0.1%	0%	0.6	88	-2%	0.0%	0%	2.7%	1%	Dengue-2 NS5 capping pilot replicate=-0.8
CN(C)c1nc(N)nc(-c2ccco2)n1	i	62	-0.2%	-6%	-0.2	41	-5%	5.6%	14%	0.8%	5%
CC(C)(C)C(=O)OCc1nc(-c2ccc(C(F)(F)F)cc2)cs1	i	43	-0.3%	-9%	0.5	43	-5%	-1.4%	13%	x	0%
Cc1ccc(COC(=O)CCN=C2NS(=O)(=O)c3ccccc32)cc1	i	38	x	-2%	-0.3	43	-14%	1.1%[50 µM]	12%	-0.7%	6%
Cc1[nH]n(-c2ccccc2)c(=O)c1N=Nc1ccc2c(c1)OCO2	i	38	-0.1%	4%	3.9	49	-2%	-0.1%	12%	3.0%	-10%
O=c1c2sccc2nc(SCc2cc(=O)n3ccccc3n2)n1Cc1ccccn1	i	32	-0.2%	0%	4.8	53	x	x	23%	0.4%	x
CC1C(=O)C(C)C(c2cc(Cl)ccc2O)NC1c1cc(Cl)ccc1O (stereo not given)	i	55	1.4%	9%	60*	103*	-6%	0.3%	4%	-2.9%	6%
COc1ccc(/C=C2\COc3ccccc3C2=O)cc1OC	i	49	1.9%	8%	22	66	-5%	0.7%[50 µM]	3%	19%	-1%
Cc1onc(-c2ccccc2Cl)c1C(=O)OCn1nnc2ccccc2c1=O	i	8	-0.9%	-7%	-0.4	39	1%	0.8%[50 µM]	1%	20%	-8%
COC(=O)c1c(C)oc2ccc(OC(=O)N3CCOCC3)cc12	i	33	0.0%	3%	-5.1	111	10%	-0.2%	4%	0.5%	-2%
Cc1c(NC(=O)C(C)N2C(=O)c3ccccc3C2=O)c(=O)n(-c2ccccc2)n1C (stereo not given)	i	44	0.2%	4%	0.0	33	-1%	0.0%	2%	1.1%	10%
N#CCCn1cc(C(=O)Nc2ccc(C(=O)O)cc2)c(-c2cccs2)n1	i	54	0.4%	3%	-0.8	75	-11%	-0.1%	15%	0.2%	12%
CCOc1ccc(NC(=O)CN(C)C(=O)c2c(C)noc2C)cc1OCC	i	13	x	-3%	1.0	65	-1%	1.1%[50 µM]	16%	-1.3%	3%
Cc1ccc(CN2CCN(Cc3ccon3)CC2CCO)cc1 (stereo not given)	i	45	-0.3%	-7%	0.1	28	x	x	10%	1.9%	x
O=C(O)c1cc(=O)c2c(Cl)cc(Cl)cc2[nH]1	i	19	0.3%	-1%	1.4	58	-1%	1.4%	0%	-1.5%	4%
COc1ccc2[nH]cc(/C=C/c3cc[n+](C)cc3)c2c1	i	65	1.7%	-11%	-1.3	49	-54%	-0.2%	11%	0.9%	-3%
CC1CN(C(=O)N2CCOCC2)CCN1C(=O)N1CCOCC1 (stereo not given)	i	53	1.1%	1%	-0.6	105	x	2.2%	4%	0.3%	3%
CC(C)CNC(=O)COC(=O)c1c2c(nc3ccccc13)CCC2	i	29	-0.4%	8%	6.6	30	0%	0.3%	0%	1.7%	6%
CCOc1ccccc1OCCOCCN1CC(C)OC(C)C1 (stereo not given)	i	4	-0.7%	3%	-2.5	78	-12%	0.1%	16%	1.1%	17%
CCN1C(=O)c2ccc(C(=O)O)cc2C1=O	i	30	0.4%	2%	-0.6	59	-4%	-0.2%	-7%	2.6%	8%
CNC(=O)CN1C(=O)NC(Cc2c[nH]c3ccccc23)C1=O (stereo not given)	i	32	0.1%	-8%	-0.2	58	5%	0.5%[50 µM]	23%	2.1%	-11%

The closing two records of the part before come first, to join the parts.
SMILES	T cell modulator	T cell modulator vesicle-bound %	West Nile virus CPE	PhoP inhibition	NTR1 ag	NTR1 ag cell count 20 µM	Dengue-2 NS5 capping	K1F lysis inhibition	Large T inhibition	RSV antiviral HEp-2	Rac1 GTP hydrolysis	others
CCN1C(=O)c2ccc(C(=O)O)cc2C1=O	i	30	0.4%	2%	-0.6	59	-4%	-0.2%	-7%	2.6%	8%
CNC(=O)CN1C(=O)NC(Cc2c[nH]c3ccccc23)C1=O (stereo not given)	i	32	0.1%	-8%	-0.2	58	5%	0.5%[50 µM]	23%	2.1%	-11%
CCn1c(=NC(=O)COc2ccccc2)sc2cccc(F)c21	i	59	-0.9%	-8%	3.1	58	8%	0.2%	16%	0.3%	17%
CCCCCCCCC#Cc1nc(C)ccc1OC	x	x	x	x	2.8	47	4%	0.2%	x	x	6%	Dengue-2 NS5 capping pilot replicate=-1.8
C=CCNc1nc2ccccc2nc1NS(=O)(=O)c1ccc(Cl)cc1	i	64	-0.2%	-1%	0.8	71	-8%	-0.6%	25%	3.2%	10%
CCC(NC(=O)CCc1nnc(-c2cc(C)on2)o1)C12CC3CC(CC(C3)C1)C2 (stereo not given)	i	8	-0.6%	6%	0.2	54	-7%	0.0%[50 µM]	10%	2.5%	4%
Cc1ccc(C(=O)NC2CCCCCCC2)cc1S(=O)(=O)N1CCOCC1	x	x	x	x	0.9	57	8%	1.6%[50 µM]	x	x	5%
CC(C)CCOCC1CC2(CC(C)(c3csc(N)n3)OC2=O)C(=O)O1 (stereo not given)	i	17	0.0%	7%	-0.8	37	10%	2.1%	11%	0.7%	9%
O=C(O)c1c[nH]c(=S)n1-c1ccc(F)cc1	i	34	0.3%	4%	-0.5	50	-8%	0.2%	0%	0.8%	11%
CC(=O)c1cc2c(cc1NC(=O)CN1Cc3ccccc3C1=O)OCO2	i	44	2.8%	9%	-0.1	67	2%	0.0%	7%	3.2%	-4%
O=C(NC(=S)Nc1cccc(S(=O)(=O)NC2=NCCC2)c1)c1cc(-c2ccco2)nc2ccccc12	i	10	1.3%	-17%	2.9	66	u	0.2%	50%	1.2%	2%
c1ccc(-c2cncnc2)cc1	i	17	x	x	1.2	58	-9%	1.4%	x	0.7%	4%

Retrieved by structure from the list above:
SMILES	T cell modulator	T cell modulator vesicle-bound %	West Nile virus CPE	PhoP inhibition	NTR1 ag	NTR1 ag cell count 20 µM	Dengue-2 NS5 capping	K1F lysis inhibition	Large T inhibition	RSV antiviral HEp-2	Rac1 GTP hydrolysis	others
CCn1c(=NC(=O)COc2ccccc2)sc2cccc(F)c21	i	59	-0.9%	-8%	3.1	58	8%	0.2%	16%	0.3%	17%
Cc1ccc(C(=O)NC2CCCCCCC2)cc1S(=O)(=O)N1CCOCC1	x	x	x	x	0.9	57	8%	1.6%[50 µM]	x	x	5%
CCC(NC(=O)CCc1nnc(-c2cc(C)on2)o1)C12CC3CC(CC(C3)C1)C2 (stereo not given)	i	8	-0.6%	6%	0.2	54	-7%	0.0%[50 µM]	10%	2.5%	4%
C=CCNc1nc2ccccc2nc1NS(=O)(=O)c1ccc(Cl)cc1	i	64	-0.2%	-1%	0.8	71	-8%	-0.6%	25%	3.2%	10%
